Assay outcomes deposited in PubChem BioAssay by several laboratories.
LANA DNA inh – inhibitors of KSHV LANA C-terminal domain DNA binding | MBP-C-LANA/FAM-LBS DNA binding, fluorescence polarization | inhibition, % at 9 µM | 340,000 compounds, 0.078% hits;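 active = highest replicate inhibition at or above 60% at 9 µM, even if other replicates fall short; inactive = all replicates below 60% inhibition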;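 note: 0% = neutral control wells and 100% = 4 µM acridine orange control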
OPRM1-OPRD1 ag – OPRM1-OPRD1 heterodimerization agonism. P35372+P41143. AID 504326. cells, luminescence. activation, % at 9.3 µM. 340,000 compounds, 0.3% hits; in the data active = activation above about 18%;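 note: 0% = vehicle-treated cells and 100% = reference agonist; values of inactives mirror those of a sister screen read the other way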
RTF Ca sens act – increases calcium sensitivity of human cardiac regulated thin filaments; IANBD-labeled TnC RTF fluorescence at EC20 calcium; 0% EC20 calcium, 100% full calcium; activation, % at 7.2 µM; 340,000 compounds, 0.24% hits; AID 493008;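 active = activation above the mean over all tested compounds plus 3 SD, cut at about 30% in these data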;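 note: rise in fluorescence read as greater calcium sensitivity of cardiac thin filaments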
MOR-DOR inv ag – inverse agonists of human mu-delta opioid receptor heterodimerization; P35372+P41143; cell-based MOR-DOR heterodimer luminescence, inverse agonism; inhibition, % at 9.3 µM; 340,000 compounds, 0.21% hits; in the data active = inhibition above about 22%, passing the limit was not always enough;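 note: 0% = cells with DMSO and 100% = wells without cells with DMSO; values of inactives mirror those of a sister screen read the other way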
V-ATPase pHluor – regulators of yeast V-ATPase proton transport; S. cerevisiae, pHLuorin cytosolic pH fluorescence; response, % at 10 µM; 350,000 compounds, 0.37% hits; AID 504577; in the data active = response mostly above about 7.3%, no sharp cut-off; inactive = mostly below about 5.4%; note: actives read high; inactives centre near 0; some compounds called inactive have numbers as strong as hits; reference of the scale not given here
Arr AP2 block – blocks beta-arrestin peptide binding to AP2 adaptin. FITC-arrestin peptide / GST-AP2 beads, flow cytometry; AP2 beta2 appendage carries R879A mutation. inhibition, % at 10 µM. 340,000 compounds, 0.31% hits;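 active = inhibition above a set limit, near 3 SD of compounds lacking own fluorescence, cut at about 54% in these data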;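 note: plate controls were DMSO wells for no effect and 5 µM unlabelled arrestin peptide for full effect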
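System: GST-AP2 R879A glutathione beads | Also added: FITC-arrestin peptide, 50 nM | Times: 12 min plus 1 h, RT | Signal: Bead flow cytometry, FITC channel | Buffer or medium: PBS with 0.05% Tween 20 and 0.1% BSA | Read-out basis: Percent drop in bead-associated FITC signal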
Cardiac RTF inh – cardiac RTF calcium desensitization | P19429+P45379 | IANBD-labeled cardiac RTF, Ca2+ fluorescence | inhibition, % at 7.15 µM | 340,000 compounds, 0.12% hits | AID 493244;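 active = inhibition above the mean inhibition of all tested compounds plus 3 SD, cut at about 17% in these data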;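 note: assay run at fixed EC70 calcium of 1.6 mM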
DSG3 Ab inh – inhibitors of pemphigus antibody binding to human desmoglein-3; P32926; DSG3-coupled beads, scFv-anti-DSG3-GFP binding, flow cytometry; hits give low values; binding (percent of control), % at 10 µM; 310,000 compounds, 0.48% hits; AID 588358;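 active = binding more than 3 SD below its plate's average and above zero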;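 note: hits lower antibody fragment binding to DSG3; some compounds called inactive have numbers as strong as hits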
Target sequence (P32926 whole entry, looked up, the tested form may be a part): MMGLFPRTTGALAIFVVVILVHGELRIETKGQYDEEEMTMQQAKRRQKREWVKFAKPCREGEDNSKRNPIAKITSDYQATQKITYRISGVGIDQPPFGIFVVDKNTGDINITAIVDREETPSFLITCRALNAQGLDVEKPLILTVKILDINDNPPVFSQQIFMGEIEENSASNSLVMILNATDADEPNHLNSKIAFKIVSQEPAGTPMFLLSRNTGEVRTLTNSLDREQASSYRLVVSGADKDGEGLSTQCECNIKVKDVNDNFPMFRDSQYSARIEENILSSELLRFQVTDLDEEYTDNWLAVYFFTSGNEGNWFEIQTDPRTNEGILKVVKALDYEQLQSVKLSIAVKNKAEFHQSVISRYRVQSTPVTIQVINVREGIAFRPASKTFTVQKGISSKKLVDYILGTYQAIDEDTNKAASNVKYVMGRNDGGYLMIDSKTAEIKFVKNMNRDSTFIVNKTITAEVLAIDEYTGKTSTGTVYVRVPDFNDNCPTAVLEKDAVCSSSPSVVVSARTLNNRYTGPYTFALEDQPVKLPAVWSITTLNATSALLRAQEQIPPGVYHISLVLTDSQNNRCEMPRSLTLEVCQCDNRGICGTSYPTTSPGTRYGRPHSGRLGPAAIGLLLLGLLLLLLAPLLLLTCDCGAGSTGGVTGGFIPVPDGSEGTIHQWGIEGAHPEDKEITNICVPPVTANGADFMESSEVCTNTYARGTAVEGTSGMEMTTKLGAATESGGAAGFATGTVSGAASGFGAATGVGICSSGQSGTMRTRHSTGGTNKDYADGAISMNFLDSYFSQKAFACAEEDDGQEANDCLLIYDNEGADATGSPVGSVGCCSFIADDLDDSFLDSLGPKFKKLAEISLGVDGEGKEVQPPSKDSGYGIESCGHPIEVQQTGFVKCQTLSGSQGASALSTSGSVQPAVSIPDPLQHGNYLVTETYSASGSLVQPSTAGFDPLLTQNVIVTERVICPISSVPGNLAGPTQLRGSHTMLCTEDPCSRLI
Keap1 Nrf2 FP – Keap1-Nrf2 (human) interaction inhibition | Q14145 | Keap1 Kelch-Nrf2 peptide fluorescence polarization, 1536-well | inhibition, % at 9.4 µM | 340,000 compounds, 0.15% hits; in the data active = inhibition above about 12%;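 note: human Keap1 Kelch domain with fluorescein labeled Nrf2 9mer peptide probe; 0% = neutral control wells and 100% = peptide positive control; higher means more block of Keap1 binding to Nrf2 peptide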
Wnt act – Wnt/beta-catenin pathway activation. 300,000 compounds, 1.2% hits. Wnt/beta-catenin reporter cell assay, activator, plate reader. activation, % at 9.35 µM. AID 743398; in the data active = activation above about 30%, passing the limit was not always enough;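 note: 0% = neutral control wells and 100% = positive control wells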
The depositor's hits bear a star; / = no result given.

No. | SMILES | DSG3 Ab inh | MOR-DOR inv ag | Cardiac RTF inh | LANA DNA inh | Keap1 Nrf2 FP | V-ATPase pHluor | Wnt act | RTF Ca sens act | Arr AP2 block | OPRM1-OPRD1 ag
1 | COc1ccccc1N1CCN(C(=O)c2cn(Cc3ccccc3)nc2-c2cccnc2)CC1 | 114.8 | 12.7 | -2.5 | 0.2 | -0.1 | 2.9 | -4.4 | -4.2 | 24.9 | -3.2
2 | CC1CN(C(=O)c2cccc(COc3ccccc3Cl)c2)CC(C)O1 (centres undefined) | 100.5 | 0.7 | -6.0 | -0.7 | -2.4 | -2.4 | 28.6 | -3.4 | -7.0 | -0.1
3 | COc1cc(-c2nc3cnccn3c2NC(C)(C)CC(C)(C)C)ccc1O | 108.4 | 6.1 | -0.9 | -0.6 | -1.6 | -1.9 | -1.3 | -0.5 | 36.2 | -1.2
4 | c1ccc2oc(CCc3nc4ccccc4o3)nc2c1 | 104.9 | 17.4 | 6.5 | -0.9 | 0.1 | 2.8 | / | 2.4 | -14.0 | -3.0
5 | CC(C)(C)NC(=O)C1CN(S(=O)(=O)c2ccccc2)CCN1S(=O)(=O)c1ccccc1 (centres undefined) | 93.3 | 7.2 | -2.2 | 0.5 | -1.9 | 0.8 | / | 1.0 | 7.1 | -1.3
6 | Cc1ccc(NC(=O)OCc2cc(-c3ccccc3)on2)cc1 | 100.8 | -33.4 | -14.1 | 2.5 | 1.1 | 1.8 | 3.9 | 3.0 | 9.3 | 6.1
7 | O=C(CSc1nc2ccccc2s1)NCc1cc([N+](=O)[O-])ccc1O | 98.7 | 7.1 | -7.5 | -0.4 | -1.4 | -2.4 | 5.4 | -6.0 | -5.1 | -1.2
8 | O=C(Cn1c2[n+](c3ccc(C(F)(F)F)cc31)CCCCC2)Nc1ccc(Br)cc1 | 114.5 | / | -3.4 | 2.0 | -6.8 | -1.5 | / | 8.7 | -7.9 | /
9 | COCCNC(=O)C1CC(=O)N(C2CCCCC2)C1 (centres undefined) | 97.2 | 13.1 | -8.0 | 1.4 | 0.7 | 0.9 | / | -6.6 | -1.8 | -2.3
10 | CCCc1ccc2oc(C(=O)N3CCN(CC(=O)NC(C)C)CC3)c(C)c2c1 | 101.5 | 9.8 | -0.4 | -1.7 | -7.3 | 0.5 | -0.9 | -5.6 | 3.9 | -2.1
11 | CC(C)c1cccc(OCC(=O)Nc2ccc(S(=O)(=O)Nc3ccccn3)cc2)c1 | 98.9 | 19.7 | -9.0 | -1.0 | -3.4 | 0.7 | -9.4 | -4.1 | 0.8 | -3.7
12 | Cc1[nH]n(-c2cccc(Cl)c2)c(=O)c1-c1ccccc1 | 101.8 | 18.8 | -0.9 | 1.4 | -3.1 | -1.8 | 0.1 | 3.8 | 1.0 | -3.3
13 | CC(=O)OCC1OC(n2ccc(=O)[nH]c2=O)C(O)C1O (centres undefined) | 109.7 | 15.0 | -17.9 | -0.3 | 0.6 | 4.1 | -0.9 | -1.1 | 14.2 | -2.8
14 | Oc1ccccc1/C=N/[n+]1ccccc1 | 101.2 | -0.6 | 0.0 | -2.1 | -3.2 | 3.6 | 1.1 | -5.3 | 23.9 | 0.1
15 | CC(C)CN1CCN(Cc2cccc3nccnc23)CC1CCO (centres undefined) | 85.3 | 15.3 | 0.3 | -1.6 | -6.1 | 1.7 | -7.5 | -3.5 | 8.4 | -3.1
16 | COc1cc(C2Nc3ccc4ncccc4c3C3=C2C(=O)CCC3)cc(OC)c1OC (centres undefined) | 90.6 | 13.4 | 7.0 | -0.5 | -0.7 | 2.6 | -0.6 | -2.5 | 51.8 | -2.6
17 | Cc1ccc(C(=O)C(C)OC(=O)Cn2[nH]c(=O)c3ccccc3c2=O)cc1 (centres undefined) | 102.7 | 12.6 | 5.2 | -0.9 | 1.4 | -1.7 | 0.2 | 1.3 | -6.5 | -3.1
18 | COC(=O)c1cc2c(cc1[N+](=O)[O-])OCO2 | 85.6 | 18.0 | 0.7 | 2.6 | -7.2 | 4.8 | -2.0 | 4.8 | 4.3 | -3.9
19 | O=C(OCC(=O)N1CCCc2ccccc21)c1cc(Br)ccc1O | 108.4 | -19.3 | -9.0 | 0.1 | -3.4 | -0.4 | 1.0 | 6.8 | -1.9 | 2.9
20 | Cc1cc(S(=O)(=O)N2CCN(CC(=O)NCCc3cccs3)CC2)ccc1Br | / | 5.3 | -5.6 | 2.7 | -8.9 | -6.7 | -4.3 | -3.5 | 2.4 | -1.4
21 | O=c1cnnc(SCCc2ccccc2)[nH]1 | 92.0 | 6.8 | -1.6 | 1.4 | 2.9 | 0.4 | -2.5 | 2.1 | -2.7 | -1.3
22 | CC(C)(C)C1=CC(=O)C(=O)C(C(C)(C)C)=C1 | 90.7 | -184.5 | -5.4 | 1.3 | 1.3 | 10.0 | / | -2.5 | 34.9 | 36.3*
23 | CCC(CC)C(=O)NCCN1CCN(C(=O)C(CC)CC)CC1 | / | -15.1 | -16.0 | 2.8 | -3.6 | -6.3 | -1.7 | -6.2 | 0.8 | 2.7
24 | O=C(CC1SCCNC1=O)Nc1ccccc1Cl (centres undefined) | 122.2 | 12.7 | 1.6 | -0.7 | -0.8 | 1.7 | 1.0 | 0.6 | 10.1 | -2.4
25 | COCCn1c(-c2ccc(F)cc2)nc2cccnc21 | 92.4 | 3.3 | 2.9 | -1.1 | 1.8 | -4.2 | 4.0 | 2.2 | 12.8 | -0.7
26 | CC(=O)N1CCN(c2ccc(NCc3ccc4c(c3)OCO4)cc2)CC1 | 93.2 | -15.9 | -3.7 | -1.8 | -8.6 | 0.2 | -6.5 | 5.3 | 35.4 | 2.8
27 | O=C(Nc1cccc(S(=O)(=O)N2CCCCC2)c1)c1ccc2c(=O)n3c(nc2c1)CCCCC3 | 125.5 | 4.3 | 0.8 | 0.3 | 1.8 | 2.7 | -0.3 | 3.1 | -10.2 | -0.8
28 | CC(=O)c1ccc(OCC(O)CN2CCOCC2)cc1 (centres undefined) | 103.7 | 8.6 | -8.2 | 1.6 | -1.7 | -5.5 | / | 2.0 | 1.9 | -1.5
29 | NC(=O)c1ccc([N+](=O)[O-])cc1SCc1ccccc1 | 109.1 | -16.3 | 6.3 | 0.6 | -4.6 | 1.5 | / | -1.6 | -10.2 | 2.9
30 | COc1ccc(-c2cn3nc(SCC(=O)NCC4CCCO4)ccc3n2)cc1 (centres undefined) | / | 10.9 | 0.2 | -0.4 | -6.2 | 3.1 | 21.4 | -1.2 | -7.1 | -2.1
31 | Cc1nonc1OCCNCCNc1ccc([N+](=O)[O-])cc1Cl | 102.5 | 1.8 | -5.5 | -1.0 | 1.2 | -5.2 | -0.4 | 2.7 | -5.5 | -0.3
32 | CCC1(CC)NC(=O)N(CC(=O)OCC(=O)c2ccccc2OC)C1=O | 90.8 | 1.4 | -7.1 | 0.1 | -0.6 | 0.6 | 0.8 | -1.1 | 1.5 | -0.2
33 | O=C(CNC(=O)C1CCCCC1)Nc1ccc(Cl)cc1 | 101.1 | 6.0 | 1.0 | 1.5 | -2.0 | -2.7 | 1.9 | -3.2 | 32.0 | -1.1
34 | COc1ccc(C)cc1NC(=O)CCNC(=O)Cn1cnc2ccccc2c1=O | / | -9.0 | 0.6 | -0.4 | -8.6 | -0.4 | -1.5 | 6.7 | -2.5 | 1.4
35 | O=C(CSc1nc(C2CC2)nc2c1cnn2-c1ccccc1)Nc1c[nH]c(=O)[nH]c1=O | 104.5 | / | / | -1.1 | -2.9 | -1.0 | -2.2 | / | 9.7 | /
36 | C(=Cc1c[nH]c2ccccc12)c1nccc2ccccc12 | 156.8 | -86.0 | -20.3 | 4.7 | -3.8 | -2.4 | 41.8* | 23.2 | 9.7 | 16.5
37 | COc1ccc(-c2cc(N)n(CCC#N)n2)c(OC)c1 | 100.3 | 9.9 | -6.6 | 0.7 | -6.4 | -1.1 | -6.2 | 0.0 | -8.3 | -1.7
38 | Cc1ccccc1N=C1NC(=O)/C(=C/c2cccnc2)S1 | 106.5 | 18.9 | 1.7 | 0.0 | -2.0 | -0.4 | 3.2 | 2.6 | -15.1 | -3.7
39 | COc1ccc(CNC(=O)c2ccc(C)o2)cc1 | 99.8 | 4.0 | 0.3 | 0.0 | -1.1 | 4.0 | 17.4 | 10.3 | 6.8 | -0.7
40 | Cc1ncc(C23CC4CC(CC(C4)C2)C3)[nH]1 | 125.7 | 11.0 | 5.4 | 1.1 | -1.8 | 1.5 | / | -2.7 | -5.1 | -1.9
41 | CC(C)(C)OC(=O)N1CCC[C@H]1c1nnc(SCc2ccc(Cl)cc2)o1 | 112.2 | 11.0 | -5.6 | 0.2 | -2.4 | 6.9 | 2.2 | 7.4 | -0.7 | -2.1
42 | Cc1ccc(-c2nc(CSCC(=O)NC3CCN(Cc4ccccc4)CC3)c(C)o2)cc1 | 101.2 | -14.1 | -6.1 | -0.5 | -4.2 | 1.5 | -2.1 | 2.5 | 17.4 | 2.7
43 | CC(=O)c1cccc(NC(=O)C2=CC(c3ccco3)=NS(=O)(=O)N2C)c1 | / | 8.0 | -2.5 | -0.2 | -3.1 | 0.2 | 2.8 | -0.2 | 42.9 | -1.6
44 | CC(=O)CSc1nc(-c2ccccc2)c(-c2ccccc2)o1 | 91.9 | -26.8 | -11.7 | 1.4 | 3.5 | 7.2 | 9.6 | 3.1 | 21.7 | 5.6
45 | O=C1C=C(O)CC(c2cccs2)C1 (centres undefined) | 96.0 | -20.4 | -2.0 | 0.2 | -4.7 | 0.9 | / | -6.1 | -0.6 | 4.0
46 | COC(CNc1ncnc2c1cnn2C)OC | / | -1.7 | -7.5 | -1.2 | -0.3 | -1.9 | -2.5 | 2.5 | -6.3 | 0.4
47 | CCCOc1ccc(-c2c(C(=O)N/N=C/c3ccc(OCC)cc3)nnn2-c2nonc2N)cc1 | 96.2 | 8.4 | 1.5 | 0.0 | 1.1 | -2.8 | -1.6 | -1.4 | 3.2 | -1.7
48 | O=C1C[C@@H]2CCN3C(=O)CCC[C@@H]([C@H]23)[C@H]1Cc1ccccc1 | 104.0 | 18.0 | -3.0 | -0.5 | 0.7 | 0.3 | -1.3 | -2.8 | 10.1 | -3.7
49 | NS(=O)(=O)c1ccc(NC(=O)c2c(Cl)cccc2Cl)cc1 | 98.8 | 13.6 | 0.3 | 2.3 | 0.4 | -0.2 | -4.3 | -7.5 | 9.0 | -2.7
50 | C=CCOc1ccc(CNc2nccs2)cc1OC | 102.8 | 9.1 | 0.1 | 0.2 | -3.9 | 2.9 | / | 1.5 | 2.3 | -1.7
51 | CCOc1ccc(N/C=C/C(=O)c2ccccc2)cc1 | 114.0 | -2.9 | -4.0 | 0.1 | -6.4 | -0.5 | 12.3 | 2.3 | / | 0.6
52 | Cc1ccc(/C=N/NC(=O)C[n+]2ccccc2)o1 | 100.6 | 8.9 | -3.6 | -1.6 | -2.2 | 3.2 | -1.3 | 4.0 | 11.7 | -1.7
53 | COC(=O)c1ccccc1NC(=O)Cc1ccccc1OC | 100.2 | 4.2 | -2.9 | 0.3 | -1.6 | 1.2 | / | -1.8 | 4.4 | -0.8
